NCI-60 one-dose screen, 48 h, at 10 µM unless noted. Numbers give growth in % (100 = growth as untreated, 0 = no growth, -100 = all killed).
CCRF-CEM – CCRF-CEM leukemia; hit rate 7% among 77,000
SK-MEL-28 – SK-MEL-28 melanoma; hit rate 4.1% among 81,000; AID 1794761
M14 – M14 melanoma; AID 1794745; hit rate 6.2% among 80,000
HOP-92 – HOP-92 NSCLC cells | AID 1794738 | hit rate 6.3% among 71,000
SK-MEL-5 – SK-MEL-5 melanoma; hit rate 6.4% among 80,000
HOP-62 – HOP-62 NSCLC. hit rate 3.9% among 80,000
EKVX – EKVX NSCLC; hit rate 3% among 71,000; AID 1794765
A549/ATCC – A549/ATCC NSCLC. hit rate 3.7% among 81,000. AID 1794740
* = called active by the depositor; nt = no result given; & = joins results of further samples. The calls were made as follows: active = growth percent below 10; inactive = the rest.

SMILES	CCRF-CEM	SK-MEL-28	M14	HOP-92	SK-MEL-5	HOP-62	EKVX	A549/ATCC
Cc1ccc(-c2nc3nc(-c4ccccc4)nc(N4CCN(S(=O)(=O)c5ccccc5)CC4)c3o2)cc1	108	106	97	95	95	72	96	92
ClC(Cl)(Cl)C1OCCO1	nt	104	100	78	112	108	nt	99
O=C(CN1CCN(c2ncnc3c2cnn3-c2ccccc2)CC1)Nc1ccc(Cl)cc1	52	73	59	70	0.3*	86	45	67
O=S1(=O)CCN(C2CCCC2)CC1	98	104	102	94	104	101	nt	104
CCSc1nnc2c(/C=C/c3ccccc3O)nc3ccccc3n12	28	62	69	25	49	81	59	56
CC(CN1CC2CCC(C1)O2)OC(=O)c1ccccc1 (stereo unspecified)	99	103	101	102	101	nt	nt	98
CSC1=C(N)C(=O)c2[nH]cc(CO)c2C1=N	3.2*	-78*	-84*	-72*	-99*	-72*	-57*	-57*
CC(=O)N(CC(=O)O)c1ccccc1	126&106	100&109	98	108&89	103&101	95&89	111&101	105&96
Nc1c(C(=O)Nc2ccc(F)cc2)sc2nc3c(cc12)C(=O)CCC3	90	88	94	nt	92	107	nt	54
CCOC(=O)C1=C(CC)NC(=O)N(C)C1c1ccccc1 (stereo unspecified)	92	117	91	71	91	83	100	97
Cc1ccccc1C(=O)NC1CCCCC1	99	111	102	93	102	88	97	96
COc1cc2ncnc(Nc3ccc(O)cc3)c2cc1OC	78	97	80	78	98	86	66	46
COc1cc(N2C(=O)C=CC2=O)ccc1N1C(=O)C=CC1=O	19	103	103	93	104	nt	94	103
Nc1c(Cl)cc(C(=O)O)cc1Cl	89	107	98	98	102	105	nt	94
N#Cc1c(-c2ccc(F)cc2)nc(SCc2ccc(F)cc2)nc1N1CCN(c2ccccc2)CC1	86	95	90	114	88	107	81	90
CCOC(=O)NCCCCCCl	nt	97	101	nt	106	104	nt	108
O=C(O)/C=C/C(=O)Nc1ccc(C(=O)O)cc1	94	105	102	nt	103	99	107	89
NC(=O)N1N=C(c2ccc(Cl)cc2)CC1c1cn(-c2ccccc2)nc1-c1ccc(F)cc1 (stereo unspecified)	102	103	94	120	104	96	87	92
O=c1[nH]c(NCCc2cc3cc(F)ccc3[nH]2)nc2sc3c(c12)CCCC3	48	85	nt	100	58	57	83	53
CC1(Cc2ccccc2)CC2=C(C(=O)O1)C(c1ccccc1)NC(=O)N2 (stereo unspecified)	91	116	98	77	95	97	99	112
O=C1CC2C(/C=N/NC(=O)c3ccncc3)C(C[C@@H]2Cl)O1 (stereo partly specified)	96	97	91	103	100	90	98	68
COc1ccc(/C=c2\[nH]c3nc4c(c(-c5ccccc5)cn4-c4ccccc4)c(=N)n3c2=O)cc1	90	111	102	100	101	95	nt	93
COc1cc(-c2c(NC(C)(C)C)nc3c(OCCc4ccccc4)cccn23)cc(OC)c1OC	59	97	80	65	89	105	61	70
COc1ccc(C2Nc3ncnc(N)c3N=C3c4ccccc4C(=O)C32)cc1 (stereo unspecified)	98	113	95	55	96	85	95	96
COc1ccc(C2=Nc3c(N)nc(N)nc3NC(c3ccc(Oc4nc(NCCO)nc(N5CCOCC5)n4)c(OC)c3)C2)cc1 (stereo unspecified)	104	114	114	100	100	103	89	107
C#CCN1C(=O)c2cccc3c(/C=C/CN4C(=O)c5cccc6cccc(c56)C4=O)ccc(c23)C1=O	108	104	83	93	102	95	92	98
CNC(=O)c1ccc([N+](=O)[O-])cc1	97	112	99	nt	93	99	nt	99
COc1cc(-c2nn(-c3ccc(NC(=O)c4cc(Cl)cc(Cl)c4)cc3)cc2-c2ccncc2)ccc1Cl	nt	86	63	nt	79	57	80	73
COc1ccc(S(=O)(=O)NCCCNc2nccc(-c3[nH]c(-c4ccccc4)nc3-c3ccc(F)c(O)c3)n2)cc1	66	56	45	118	84	116	106	101
OC(COc1cccc2ccccc12)CN1CCCCC1 (stereo unspecified)	129	111	90	nt	83	94	104	94
CC1C2=C(Nc3ccccc3N1C(=O)C1CCC1)C(C)(C)N(C)C2=O (stereo unspecified)	133	111	102	107	103	91	96	92
Cc1ccccc1CO	99	113	106	107	113	92	83	108
OCCNC(c1ccc(Cl)cc1)C(O)c1ccc(Cl)cc1 (stereo unspecified)	104	101	92	56	94	79	nt	93
COc1cc(/C=C2\C(=O)OC[C@@H]2Cc2ccc3c(c2)OCO3)ccc1O	106	nt	98	91	nt	80	102	103
CCC(N)=O	111	116	100	121	111	94	108	103
COc1ccc(C2N(c3cc(OC)c(OC)c(OC)c3)C(=O)C2(F)F)cc1F (stereo unspecified)	13	77	24	61	8.1*	38	78	49

Some of these compounds in order of heavy-atom count, ascending:
SMILES	CCRF-CEM	SK-MEL-28	M14	HOP-92	SK-MEL-5	HOP-62	EKVX	A549/ATCC
CCC(N)=O	111	116	100	121	111	94	108	103
Cc1ccccc1CO	99	113	106	107	113	92	83	108
CNC(=O)c1ccc([N+](=O)[O-])cc1	97	112	99	nt	93	99	nt	99
OC(COc1cccc2ccccc12)CN1CCCCC1 (stereo unspecified)	129	111	90	nt	83	94	104	94
CC1C2=C(Nc3ccccc3N1C(=O)C1CCC1)C(C)(C)N(C)C2=O (stereo unspecified)	133	111	102	107	103	91	96	92
COc1cc(/C=C2\C(=O)OC[C@@H]2Cc2ccc3c(c2)OCO3)ccc1O	106	nt	98	91	nt	80	102	103
O=c1[nH]c(NCCc2cc3cc(F)ccc3[nH]2)nc2sc3c(c12)CCCC3	48	85	nt	100	58	57	83	53
COc1ccc(C2Nc3ncnc(N)c3N=C3c4ccccc4C(=O)C32)cc1 (stereo unspecified)	98	113	95	55	96	85	95	96
COc1cc(-c2c(NC(C)(C)C)nc3c(OCCc4ccccc4)cccn23)cc(OC)c1OC	59	97	80	65	89	105	61	70
C#CCN1C(=O)c2cccc3c(/C=C/CN4C(=O)c5cccc6cccc(c56)C4=O)ccc(c23)C1=O	108	104	83	93	102	95	92	98
COc1cc(-c2nn(-c3ccc(NC(=O)c4cc(Cl)cc(Cl)c4)cc3)cc2-c2ccncc2)ccc1Cl	nt	86	63	nt	79	57	80	73
COc1ccc(S(=O)(=O)NCCCNc2nccc(-c3[nH]c(-c4ccccc4)nc3-c3ccc(F)c(O)c3)n2)cc1	66	56	45	118	84	116	106	101
COc1ccc(C2=Nc3c(N)nc(N)nc3NC(c3ccc(Oc4nc(NCCO)nc(N5CCOCC5)n4)c(OC)c3)C2)cc1 (stereo unspecified)	104	114	114	100	100	103	89	107

Carrying on:
SMILES	CCRF-CEM	SK-MEL-28	M14	HOP-92	SK-MEL-5	HOP-62	EKVX	A549/ATCC
CCN(CC)c1ccc(C=O)c(OCc2cn(CC(=O)Nc3ccc(Cl)cc3Cl)nn2)c1	115	113	114	105	101	110	107	109
COc1ccc(N2c3ccccc3C(=O)OC23OC(=O)c2ccccc23)cc1 (stereo unspecified)	97	98	93	107	95	95	102	103
CCC(=O)Oc1ccc2c(c1)CC[C@@H]1[C@@H]2CC[C@]2(C)C[C@H](OC(=O)CC)C[C@@H]12	75	74	51	63	60	64	63	71
CN(C)CC/C=C1\c2ccccc2Sc2ccc(Cl)cc21	59	56	-58*	37	34	76	79	75
O=C(Nc1ccc(Cl)cc1)OCCN1CCOCC1	100	106	107	nt	100	107	117	103
CCN(CC)Cc1cc(C=C2C(=O)NC(=O)NC2=O)cc(OC)c1O	102	106	112	97	102	106	101	106
CCCCC(CC)CNCCOC(=O)c1ccc([N+](=O)[O-])cc1 (stereo unspecified)	95	107	107	nt	96	93	nt	103
Cc1ccc(S(=O)(=O)c2nc(S(=O)(=O)c3ccc(C)cc3)c(N3CCC(O)CC3)s2)cc1	24	82	71	nt	78	97	63	62
CCCCCCN(CCCCCC)CC(=O)c1ccc2cc(Cl)c3ccccc3c2c1	89	107	95	80	98	90	97	94
Cc1ccc(/C=C/C2CC(F)CCO2)cc1 (stereo unspecified)	11	102	90	86	99	109	95	104
Clc1ccc2c(NCCCNC3CCCCC3)ccnc2c1	68	116	90	80	100	91	66	120
Cn1cc(-c2cc(N)n3nc(-c4cn(C)c5ccc(Cl)cc45)cc3n2)c2cc(Cl)ccc21	25	77	53	95	104	102	95	88

Two records drawn at random from the list so far, as already listed:
SMILES	CCRF-CEM	SK-MEL-28	M14	HOP-92	SK-MEL-5	HOP-62	EKVX	A549/ATCC
Cc1ccc(/C=C/C2CC(F)CCO2)cc1 (stereo unspecified)	11	102	90	86	99	109	95	104
COc1ccc(N2c3ccccc3C(=O)OC23OC(=O)c2ccccc23)cc1 (stereo unspecified)	97	98	93	107	95	95	102	103

(listing goes on)
SMILES	CCRF-CEM	SK-MEL-28	M14	HOP-92	SK-MEL-5	HOP-62	EKVX	A549/ATCC
Cc1ccc2c(c1)/C(=N/c1nnc(Sc3ccccc3)s1)C(=O)N2	98	107	78	99	94	83	96	90
CCC(C)[C@H](NC(=S)Nc1cc(C(F)(F)F)cc(C(F)(F)F)c1)C(=O)N1CCC[C@H]1C(=O)N1CCC[C@H]1C(=O)OC (stereo partly specified)	73	100	91	84	83	94	77	68
COc1ccc(/C=C(/C(=O)c2ccccc2)S(=O)(=O)c2ccc(C)cc2)cc1	70	111	105	88	94	100	nt	90
COc1cc2c(cc1OC)C(=O)/C(=C/c1cccc(OCC(=O)c3ccccc3)c1)C2	38	107	96	41	68	105	94	nt
COCCn1cc(-c2nc(-c3cn(CCOC)c4ncccc34)cs2)c2cc(F)ccc21	73	91	67	57	14	74	23	54
COc1cc(N2C(=O)[C@H](Cl)C2c2ccc(SC)cc2)cc(OC)c1OC (stereo partly specified)	11	66	-2.7*	-0.3*	-34*	23	29	11
CC(C)N(C)C1=CC(=O)C(N(C)C(C)C)=CC1=O	nt	117	115	75	110	107	110	118
O=C(CCCn1c(=O)c2sc3ccccc3c2n2nnc(-c3ccccc3)c12)NCCc1cnc[nH]1	43	-50*	-79*	-55*	-70*	-60*	nt	-46*
CCOC(=O)C(C#N)C(c1ccc2c(c1)OCO2)N(CCO)CCO (stereo unspecified)	104	108	97	nt	97	105	97	99
O=C1c2ccccc2CN1C12CCC3CC(CC(O)(C3)C1)C2 (stereo unspecified)	93	101	87	87	97	90	96	99
C[C@H]1[C@H](C)CC[C@]2(C(=O)N3CCN(C)CC3)CC[C@]3(C)C(=CC[C@@H]4[C@@]5(C)C/C(=C/c6cccnc6)C(=O)C(C)(C)[C@@H]5CC[C@]43C)[C@H]12	-52*	-86*	-82*	-82*	-98*	-96*	-81*	-74*
COc1ccc(/C=C2\CN(C)CC3C2=NN(CCO)C3c2ccc(OC)cc2)cc1 (stereo unspecified)	92	89	84	52	100	88	88	94
O=C(O)c1ccc(-c2nn(-c3ccc(C(=O)O)cc3)cc2/C=N/NC(=O)c2ccc(O)cc2)cc1	103	100	93	91	104	96	90	107
c1ccc(-c2nc(N3CCOCC3)c3c4c(sc3n2)CCCCCC4)nc1	nt	75	59	nt	nt	70	nt	29
N#Cc1c(-c2ccc(F)cc2)nc(N=Nc2c(O)[nH]c3ccc(Br)cc23)[nH]c1=O	95	115	99	88	nt	89	98	107
O=C(NN1C(=O)CSC1c1ccc(Cl)cc1)c1[nH]c2ccc(F)cc2c1-c1ccccc1 (stereo unspecified)	34	101	57	47	75	78	49	27
COC(CCCl)(CCCl)OC	100	109	105	102	102	104	nt	102
Cc1cnc(SCc2ccc(Cl)cc2)[nH]c1=O	94	107	107	94	105	95	111	98
CN(C)c1nc(NCCNS(=O)(=O)c2ccc(C(=O)/C=C/c3ccc(Cl)cc3)cc2)nc(Nc2ccc(F)cc2)n1	5.4*	-85*	-66*	nt	-65*	15	2.0*	-24*
COc1ccc(-c2c(C#N)cnc(C)c2C)c(O)c1OC	102	108	102	nt	98	101	102	102
COc1cccc(-c2nc3ccc(C(=O)NN4C(=O)c5ccccc5C4=O)cc3[nH]2)c1	95	96	103	124	95	96	96	98
OC(COc1ccc(Cl)cc1Cl)COc1ccc(Cl)cc1Cl	67	114	98	102	96	92	91	103
O=C(O)c1ccccc1C(=O)Nc1ccccc1Cl	101	104	94	93	98	100	96	101
CCC1CCc2nc3sc(C(=O)Nc4cccc(C)c4)c(N)c3cc2C1 (stereo unspecified)	48	70	55	55	54	87	nt	77
O=C1C(=O)N(c2ccc(C(=O)O)cc2)C(c2ccccc2)/C1=C(/O)c1ccccc1 (stereo unspecified)	100	108	96	82	103	103	nt	101
N#C/C(=C/N1C(=O)CC(=O)NC1=S)C(N)=O	110	110	97	115	111	92	94	107
O=c1n(Cn2cnn(-c3ccccc3)c2=O)cnn1-c1ccccc1	102	98	90	82	103	95	98	96
O=C1OCCN1/N=C/c1ccco1	93	102	99	90	103	111	116	102
O=[N+]([O-])c1ccc2c(c1)/C(=N\O)c1cc(F)ccc1-2	83	106	103	97	94	110	82	91
CCCCn1c(=O)c(C2=NC(c3ccc(F)cc3)=C2)cc2ccc(Cl)cc21	93	90	94	68	95	73	83	59
Cc1noc(C)c1-c1ccc2nc(NC(=O)[C@H]3CCN(C#N)C3)cn2c1	105	104	78	67	87	93	94	95
Cc1cc(=O)oc2cc(OCCCCOc3ccc(/C=C/C(=O)Nc4ccc(Br)cc4)cc3)ccc12	81	97	95	78	59	88	75	93
CCOC(=O)C1=C(CC(C)(C)O)NC(=O)NC1c1ccccc1 (stereo unspecified)	94	128	96	93	98	92	97	110
CC1OC(=O)c2cc3ccccc3nc21 (stereo unspecified)	96	100	99	110	103	96	106	105
COC(=O)c1c(C(=O)OC)c2ccc3c4ncccc4ccc3n2c1C(=O)c1ccc(C)cc1	71	95	90	92	84	77	83	83
Oc1c(Cl)c2ccccc2c2ccccc12	112	108	108	109	101	128	117	103
C#Cc1nc(/C=C\CCCCCCC(=O)NO)cs1	-41*	54	62	-75*	32	80	83	68
CCCC[C@@H]1C[C@@H]2Cc3ccc4ccccc4c3N1O2	87	97	112	86	110	nt	87	96
N#CC(CC(=O)c1ccccc1)c1ccc(Cl)cc1 (stereo unspecified)	98	105	102	99	98	96	101	88
COc1cc2nc(-c3ccco3)cc(OCCCN3CCC(O)CC3)c2cc1OC	58	100	50	60	79	66	56	34
O=C(Nc1ccc(NC2=NCCN2)cc1)c1ccc(C(=O)Nc2ccc(NC3=NCCN3)cc2)cc1	90	111	101	96	73	nt	99	95
